# Source: PubChem BioAssay
# Rin1-Abl PPI inh: inhibitors of Rin1-Abl protein binding, primary screen, biochemical, TR-FRET; Tyrosine-protein kinase ABL1 (Homo sapiens) + Ras and Rab interactor 1 (Homo sapiens), …; inhibition, % at 7.35 µM; 360,000 compounds, 0.4% hits; AID 588664, 2011; in the data active = inhibition above about 5%, passing the limit was not always enough
# Scp1 inh: Scp-1 phosphatase inhibitors, primary screen, biochemical, colorimetric, uHTS | inhibition, % at 20 µM | Recombinant Scp1, phosphopeptide, malachite green phosphate absorbance | Carboxy-terminal domain RNA polymerase II polypeptide A small phosphatase 1 (Homo … | 340,000 compounds, 0.88% hits;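 active = inhibition above about 50% at 20 µM, limit read from the data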;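 also: plate controls were DMSO wells with enzyme for no effect and wells lacking enzyme for full effect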
#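 Test system: SCP-1 catalytic domain; Buffer or medium: Acidic Tris acetate buffer with magnesium and detergent; Also added: Phosphorylated 17-residue peptide substrate; Compound: single 20 µM dose, 1% DMSO; Schedule: enzyme reaction 45 min at room temperature, colour 5 min, stabilisation 30 min; Signal: Phosphate-binding colour reagent, absorbance read at 630 nm.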
# Rpn11 inh: Rpn11 (PSMD14) deubiquitinase inhibitors, primary screen, biochemical, fluorescence polarization, uHTS; 26S proteasome non-ATPase regulatory subunit 14 (Homo sapiens), O00487; human 26S proteasome, Ub4-pepOG fluorescence polarization; 20S core pre-blocked with epoxomicin; calls only at 20 µM; 360,000 compounds, 0.59% hits;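 active = inhibition at 20 µM, scaled to each plate's controls, above about 33%, limit read from the data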
# NadD block: inhibitors of S. aureus NadD, primary screen, biochemical, colorimetric, uHTS; Nicotinate-nucleotide adenylyltransferase NadD (Staphylococcus aureus N315); purified NadD enzyme, colorimetric absorbance read-out; inhibition, % at 20 µM; 360,000 compounds, 0.78% hits; AID 602399, 2012; in the data active = inhibition above about 26%; also: some compounds past the cut are filed as inactive
# STEP inh: STEP phosphatase inhibitors, primary screen, biochemical, fluorescence intensity, uHTS | 360,000 compounds, 0.25% hits | inhibition, % at 20 µM | Tyrosine-protein phosphatase non-receptor type 5 (Homo sapiens), P54829 | recombinant STEP, OMFP fluorogenic substrate;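 active = inhibition at 20 µM, scaled per plate between control wells, above about 37%, limit read from the data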;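 also: 0% = DMSO with enzyme and substrate and 100% = substrate only without enzyme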
#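 Also added – OMFP at 25 µM · Test system – STEP tyrosine phosphatase · Technique – FITC-channel fluorescence of OMFP product · Schedule – 20 min at room temperature, dark · Evaluation – control-normalized % inhibition with plate pattern correction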
# SUMO1-SIM PPI: modulators of SUMO1 protein-protein interactions, primary screen, biochemical, uHTS; Small ubiquitin-related modifier 1 (Homo sapiens), P63165; SUMO1 binding to a labelled peptide, TR-FRET, 1 h; inhibition, % at 20 µM; 360,000 compounds, 0.33% hits; AID 602429, 2012; in the data active = inhibition above about 37%
# LMPTP inh: LMPTP phosphatase inhibitors, primary screen, biochemical, fluorescence intensity, uHTS. recombinant LMPTP-A, OMFP fluorogenic substrate. inhibition, % at 20 µM. Low molecular weight phosphotyrosine protein phosphatase (Homo sapiens), P24666. AID 651560, 2012. 360,000 compounds, 0.22% hits;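 active = compounds that cut the enzyme signal by at least half of the control window in the single-dose screen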;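 also: plate controls were DMSO wells with enzyme plus substrate for no effect and substrate without enzyme for full effect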
#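 Assay system: LMPTP-A phosphatase enzyme | Input: 0.625 nM enzyme | Also added: Fluorogenic phosphatase substrate OMFP at 400 µM final | Compound dosing: One test concentration per compound, 20 µM, with 3% DMSO overall | Schedule: 50 min enzyme reaction at room temperature, protected from light | Signal: Fluorescence intensity | Benchmarks: no-enzyme and uninhibited controls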
# CSN inh: inhibitors of CSN-mediated cullin deneddylation, primary screen, biochemical, fluorescence polarization, uHTS. COP9 signalosome complex subunit 5 (Homo sapiens), Q92905. Purified CSN, SCF-Nedd8-OG deneddylation. inhibition, % at 12.5 µM. 360,000 compounds, 0.38% hits. AID 651999, 2013;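 active = pattern-corrected inhibition above about 35%, with an unprinted fluorescence ratio check between 0.5 and 1.5, limit read from the data, passing the limit was not always enough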;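 also: 0% = enzyme with substrate and 100% = substrate without enzyme; some results filed as inactive read as strong as hits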
# Target sequence (Q92905 whole entry, looked up, one chain of several): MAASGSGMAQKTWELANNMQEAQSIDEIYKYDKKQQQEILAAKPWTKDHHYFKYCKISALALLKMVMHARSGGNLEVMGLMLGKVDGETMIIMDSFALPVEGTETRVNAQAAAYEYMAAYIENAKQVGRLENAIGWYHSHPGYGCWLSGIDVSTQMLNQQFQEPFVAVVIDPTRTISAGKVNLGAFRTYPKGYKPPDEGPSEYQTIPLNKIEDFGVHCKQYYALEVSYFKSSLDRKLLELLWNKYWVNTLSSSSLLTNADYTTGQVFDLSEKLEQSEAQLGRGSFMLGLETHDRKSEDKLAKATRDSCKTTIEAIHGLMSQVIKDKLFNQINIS
#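 assay system = purified human Csn5 enzyme expressed in HEK293T cells | amount = 0.24 nM enzyme | buffer or medium = Tris/NaCl/DTT buffer, pH 7.5 | reagent = 10 nM SCFSkp2-Nedd8OG | compound = one concentration, 12.5 µM, 0.25% DMSO | times = 90 min reaction at room temperature | signal = FP | read-out basis = % inhibition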
# DNMT1 block: human DNMT1 methyltransferase inhibitors, primary screen, biochemical, molecular beacon, fluorescence, HinP1I cleavage, uHTS; 360,000 compounds, 0.83% hits; AID 588458, 2011; inhibition (reported as % activation of signal), % at 10 µM; in the data active = inhibition above about 50%
# Neddylation inh: inhibitors of cullin neddylation, primary screen, biochemical, TR-FRET, uHTS, NAE and Ubc12; NEDD8-conjugating enzyme Ubc12 (Homo sapiens) + NEDD8-activating enzyme E1 regulatory …; calls only at 25 µM; 360,000 compounds, 0.58% hits; AID 651699, 2012; in the data active = inhibition above about 36%
# Target sequence (P61081 whole entry, looked up): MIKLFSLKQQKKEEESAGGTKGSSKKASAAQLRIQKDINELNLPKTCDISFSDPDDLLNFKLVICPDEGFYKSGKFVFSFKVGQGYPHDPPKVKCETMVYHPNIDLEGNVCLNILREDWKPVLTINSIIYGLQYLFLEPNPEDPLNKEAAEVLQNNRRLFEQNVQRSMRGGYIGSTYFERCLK
# Target sequence (Q13564 whole entry, looked up): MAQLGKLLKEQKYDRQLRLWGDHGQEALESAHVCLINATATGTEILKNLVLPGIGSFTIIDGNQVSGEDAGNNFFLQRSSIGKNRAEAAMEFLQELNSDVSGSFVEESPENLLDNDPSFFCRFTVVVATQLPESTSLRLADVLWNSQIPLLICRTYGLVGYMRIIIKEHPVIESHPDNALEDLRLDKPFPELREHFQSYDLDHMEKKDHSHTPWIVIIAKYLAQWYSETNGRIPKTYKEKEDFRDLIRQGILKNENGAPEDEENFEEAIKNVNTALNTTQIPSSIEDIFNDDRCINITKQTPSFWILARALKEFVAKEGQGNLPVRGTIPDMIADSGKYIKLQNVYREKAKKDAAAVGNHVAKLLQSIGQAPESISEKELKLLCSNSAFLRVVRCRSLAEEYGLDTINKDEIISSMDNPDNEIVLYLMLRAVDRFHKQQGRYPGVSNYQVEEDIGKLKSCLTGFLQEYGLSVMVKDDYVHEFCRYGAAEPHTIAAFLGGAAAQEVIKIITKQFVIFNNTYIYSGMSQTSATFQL
# Active calls of the source: *; i = inactive; x = no result given.
Compound	Rin1-Abl PPI inh	Scp1 inh	Rpn11 inh	NadD block	STEP inh	SUMO1-SIM PPI	LMPTP inh	CSN inh	DNMT1 block	Neddylation inh
CCOC(=O)C1=C(CSc2nc3c(cc2C#N)CN(C)CC3)OC(N)=C(C#N)C1c1ccccc1 (stereo not drawn)	-1	-12	i	11	-4	7	1.4	-15	-18	i
Cc1ccccc1NC(=O)COc1coc(CN2CCN(Cc3ccccc3)CC2)cc1=O	2	-4	i	-9	1	4	-0.3	4	-1	i
CCn1cc(CNC(=O)C2CCC(=O)N(C3CCCCCC3)C2)cn1 (stereo not drawn)	1	-2	i	-5	-3	-4	-1.1	-2	3	i
Cc1cc2ncn(-c3nnnn3-c3ccccc3)c2cc1C	2	-8	i	-3	2	0	-1.9	-3	4	i
CCOC(=O)CNC(=O)C(CC(C)C)NC(=O)C1CCCCC1 (stereo not drawn)	-4	-1	i	-4	-5	-2	-1.3	4	4	i
CCCCNC(=O)C1C(c2ccc(C(F)(F)F)cc2)=Nc2ccccc2N1C(=O)c1ccc2nc(C)[nH]c2c1 (stereo not drawn)	x	x	x	x	x	-1	0.4	-6	x	x
O=C(CN1C(=O)C(=O)N(C2CCCC2)C1=O)NCCc1ccc(Cl)cc1Cl	-1	0	i	2	-2	6	-1.3	-2	4	i
CN(C)c1nc2c(cnn2C)c(=O)[nH]1	2	-3	i	3	3	-1	-1.2	1	0	i
O=C(NCCC(=O)N1CCN(S(=O)(=O)c2ccccc2F)CC1)Nc1ccccc1	2	-2	i	1	0	6	-1.2	-4	0	i
CCc1ccc(S(=O)(=O)NCc2csc(-c3cccnc3)n2)s1	1	4	i	-1	-2	-3	-1.9	1	-2	i
Cc1cc(C)n(-c2nc(NCCN(C)C)c3c4c(sc3n2)CCCC4)n1	-1	-8	i	-4	1	0	3.4	0	3	i
O=C(/C=C/c1ccc(Cl)c([N+](=O)[O-])c1)Nc1cccc(NC(=O)c2ccco2)c1	2	-7	i	7	-5	-8	2.1	2	-11	i
CC(C)[C@H](Nc1nc(-c2ccccc2)nc2c1oc1ccccc12)C(=O)O	-2	-4	i	-1	0	3	0.3	-1	-1	i
O=C(Cc1cccc2ccccc12)OCn1nnc2ccccc2c1=O	-2	-8	i	-1	-1	-13	0.3	1	2	i
CCOc1ccc(-n2c(=O)c3c4c(sc3n(CC(=O)NCc3ccco3)c2=O)CCC4)cc1	0	-5	i	0	-2	2	1.1	0	8	i
Cc1cc2nc(-c3ccc(SCC(=O)N4CCc5ccccc54)nc3)[nH]c2cc1C	-2	6	i	33*	0	6	0.3	10	39	i
CCCn1nc(NC(=O)c2cccs2)c2cc3cccc(C)c3nc21	3	-11	i	-2	2	0	1.6	2	-3	x
COc1ccc(S(=O)(=O)N2CCN(C(=O)C3CC3)CC2)cc1	3	-2	i	4	0	-3	0.5	6	3	i
COc1ccc(-c2cc(=O)c3cc(OC)ccc3[nH]2)cc1	3	1	i	1	0	-1	0.4	-1	1	x
COC(=O)c1c(NC(=O)CCN2CCOCC2)sc2c1CCCC2	0	-15	i	-2	-4	5	-0.5	1	-4	i
O=C(c1sccc1Cl)N1CCN(Cc2ccc3c(c2)OCO3)CC1	0	-7	i	3	1	3	-1.9	4	2	i
CC1CC(C)CN(CCCNC(=O)CN2C(=O)CSc3ccc(S(=O)(=O)N4CCCCC4)cc32)C1 (stereo not drawn)	2	3	i	1	-2	-6	-1.0	0	4	i
CC(C)(C)C(=O)Nc1ccccc1N1CCN(C(=O)c2ccc(Cl)cc2)CC1	3	0	i	3	-5	-5	-0.5	2	-4	i
CN(CC(=O)Nc1cccc(F)c1)C(=O)Cn1cnc2c1c(=O)n(C)c(=O)n2C	5	-3	i	8	-2	1	-1.1	3	-6	i
NC(=O)c1cccc(Nc2nc(C(N)Cc3ccc(C(F)(F)F)cc3)cs2)n1 (stereo not drawn)	-4	x	i	-3	0	-15	-0.4	5	-5	i
COc1cc(F)ccc1CN1CCC(C(=O)Nc2ccc(Oc3ccccc3)nc2)CC1	-2	-3	i	-12	0	0	-1.4	1	1	i
CCOC(=O)c1sc(NC(=O)Nc2ccc(Cl)cc2)cc1C	-4	-12	i	7	-4	1	2.8	-2	-2	i
COc1cccc(CN2CC(C(=O)NCCCc3ccc(C)cc3)CCC2=O)c1 (stereo not drawn)	6	-5	i	-2	-2	-3	-0.7	4	-2	i
CCOc1ccc2c(C)c(C(=O)O)oc2c1OCC	-3	8	i	3	-2	0	-1.4	4	2	x
CON=C1C=C(C)C(=O)C(C)=C1C	3	-5	i	-1	-2	-21	-0.6	-4	-2	i

# A different layout for some results above.
# Order of results: Rin1-Abl PPI inh	Scp1 inh	Rpn11 inh	NadD block	STEP inh	SUMO1-SIM PPI	LMPTP inh	CSN inh	DNMT1 block	Neddylation inh
- CCCn1nc(NC(=O)c2cccs2)c2cc3cccc(C)c3nc21
→ 3	-11	i	-2	2	0	1.6	2	-3	x
- COc1ccc(S(=O)(=O)N2CCN(C(=O)C3CC3)CC2)cc1
→ 3	-2	i	4	0	-3	0.5	6	3	i
- COc1ccc(-c2cc(=O)c3cc(OC)ccc3[nH]2)cc1
→ 3	1	i	1	0	-1	0.4	-1	1	x
- COC(=O)c1c(NC(=O)CCN2CCOCC2)sc2c1CCCC2
→ 0	-15	i	-2	-4	5	-0.5	1	-4	i
- O=C(c1sccc1Cl)N1CCN(Cc2ccc3c(c2)OCO3)CC1
→ 0	-7	i	3	1	3	-1.9	4	2	i
- CC1CC(C)CN(CCCNC(=O)CN2C(=O)CSc3ccc(S(=O)(=O)N4CCCCC4)cc32)C1 (stereo not drawn)
→ 2	3	i	1	-2	-6	-1.0	0	4	i
- CC(C)(C)C(=O)Nc1ccccc1N1CCN(C(=O)c2ccc(Cl)cc2)CC1
→ 3	0	i	3	-5	-5	-0.5	2	-4	i
- CN(CC(=O)Nc1cccc(F)c1)C(=O)Cn1cnc2c1c(=O)n(C)c(=O)n2C
→ 5	-3	i	8	-2	1	-1.1	3	-6	i
- NC(=O)c1cccc(Nc2nc(C(N)Cc3ccc(C(F)(F)F)cc3)cs2)n1 (stereo not drawn)
→ -4	x	i	-3	0	-15	-0.4	5	-5	i
- COc1cc(F)ccc1CN1CCC(C(=O)Nc2ccc(Oc3ccccc3)nc2)CC1
→ -2	-3	i	-12	0	0	-1.4	1	1	i

# The list goes on.
Compound	Rin1-Abl PPI inh	Scp1 inh	Rpn11 inh	NadD block	STEP inh	SUMO1-SIM PPI	LMPTP inh	CSN inh	DNMT1 block	Neddylation inh
Cc1ccc(-c2nnc(Nc3ccc4c(c3)OCO4)c3ccccc23)cc1S(=O)(=O)NCCO	-6	-7	i	4	1	6	2.2	-7	-9	i
CN(C)S(=O)(=O)n1cc(/C=C(\NC(=O)c2ccccc2)C(=O)N2CCCCC2)c2ccccc21	-6	x	i	-1	-2	-3	0.6	2	-5	i
O=C(c1ccccn1)N1CCN(S(=O)(=O)c2cccc(Br)c2)CC1	1	0	i	5	-2	0	-1.1	0	2	i
Cc1ccc(CNC(=O)Nc2ccccc2)cc1	1	-8	i	8	-1	2	-0.9	5	0	i
Cc1ccc(CSc2nnc(SCC(=O)N/N=C/C=C/c3ccccc3[N+](=O)[O-])s2)cc1	0	-5	i	7	4	-4	1.2	-11	-1	i
CCOC(=O)c1ccc(NC(=O)CSc2nc(SC)ns2)cc1	0	-2	i	-9	-2	1	1.4	-3	-8	i
COc1ccc(S(=O)(=O)NC(CC(=O)NCCc2ccc(OC)c(OC)c2)c2ccco2)cc1 (stereo not drawn)	-2	-8	i	-3	3	-3	-4.2	-4	1	i
CCn1c(-c2ccccc2O)n[nH]c1=S	3	-3	i	2	-3	3	0.8	-1	2	i
Fc1ccc2nc(Nc3nc4c(s3)CCCC4)sc2c1	-1	-4	i	10	0	-2	-0.4	9	-9	i
CC(C)Sc1nc2c(c(=O)[nH]1)C(c1cccs1)C1=C(CC(C)(C)CC1=O)N2 (stereo not drawn)	3	-5	i	6	1	4	-1.0	3	1	i
COc1ccc(OCCCC(=O)N(C)CC(=O)Nc2c(C)cccc2C)cc1	4	-3	i	-2	-3	5	-0.4	4	5	i
COC(=O)c1cc2ccsc2n1Cc1cc(=O)n2ccccc2n1	0	-5	i	10	-2	-7	1.0	-8	-2	i
COC(=O)c1cc(NC(=O)CSc2nnc(CN3CCOCC3)n2C)ccc1Cl	1	-7	i	-4	0	1	-1.5	-2	-1	i
O=C(Nc1ccccc1F)c1ccc(-c2cccc([N+](=O)[O-])c2)o1	0	7	i	-11	-1	-10	0.1	12	-5	i
Cn1nnnc1Sc1ncnc2scc(-c3ccccc3C(F)(F)F)c12	0	55*	i	6	-1	5	-1.4	0	8	i
O=C(CNC(=O)c1ccccc1C(F)(F)F)N/N=C/c1cccs1	2	-5	i	3	-2	-15	-2.0	3	2	i
COc1ccc(Br)cc1C(=O)Nc1cccc(C)c1	-11	-17	i	-8	2	-2	2.0	2	5	i
CC(C)CCNC(=O)C1CCC(CNS(=O)(=O)c2cccc3nsnc23)CC1 (stereo not drawn)	-2	0	i	1	0	-35	-0.7	1	0	i
COc1ccc(-c2nnc(SC3CCOC3=O)n2C2CCCCC2)cc1OC (stereo not drawn)	2	-4	i	2	-4	1	-1.0	-4	3	i
CC1(C2CCC3C4CCC5CC6(CCC5(C)C4C(=O)CC32C)OCCO6)OCCO1 (stereo not drawn)	1	1	i	-1	-2	0	1.0	-7	1	i

# Exported with values under each structure: part of the list above.
# Results follow in this order: Rin1-Abl PPI inh, Scp1 inh, Rpn11 inh, NadD block, STEP inh, SUMO1-SIM PPI, LMPTP inh, CSN inh, DNMT1 block, Neddylation inh
Cn1nnnc1Sc1ncnc2scc(-c3ccccc3C(F)(F)F)c12
 : 0, 55*, i, 6, -1, 5, -1.4, 0, 8, i
O=C(CNC(=O)c1ccccc1C(F)(F)F)N/N=C/c1cccs1
 : 2, -5, i, 3, -2, -15, -2.0, 3, 2, i
